BRCT inh red: qHTS Assay for Inhibitors of BRCT-Phosphoprotein Interaction (Red Fluorophore). Potency, µM (top dose mostly 76.9 µM), without a hit: top-dose activity change, negative = inhibition, usual class: inhibitors. 75,000 tested, 0.03% active. AID 892, 2007. BRCT-phosphopeptide binding, red fluorescence polarization. Breast cancer type 1 susceptibility protein (Homo sapiens), P38398; note: % is set by controls: 0 for no effect and ±100 for the full control effect
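Rhodamine-labelled pBACH1 10-mer (100 nM) bound to BRCT domain (100 nM) at pH 7.3; compounds incubated 12 min room temperature, polarization read. Free peptide defines full inhibition; unlabelled decapeptide titrated as control.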
Hsp90 Hop PPI: qHTS Assay for Disrupters of an Hsp90 Co-Chaperone Interaction; Hsp90 C-terminal peptide / TPR2A (Hop) interaction, human; AlphaScreen TPR2A-His6 binding biotin-Hsp90 C-terminal peptide; Potency, µM (doses to about 57 µM), inactives show at the top dose activity change, negative = inhibition; 71,000 tested, 0.44% active; AID 595, 2007; active = well fitted curve in either direction with a large enough effect; inconclusive = small, poorly fitted or top-dose-only effect, or another doubt; note: potency is the fitted concentration of half-maximal effect; % is set by controls: 0 for no effect and ±100 for the full control effect; many of its hits are not listed in these tables
Epigenetic mod: qHTS Assay for Epigenetic Modulators. mouse C127i GFP locus derepression, cytometry, 30 h. Potency, µM (top dose mostly 46.1 µM), for the others: top-dose GFP derepression (activation). 68,000 tested, 0.09% active. AID 597, 2007; note: % of control where 0% means no effect
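Derepression screen: silenced CMV-GFP reporter in murine C127i cells, 30 h compound incubation at 37 C, washed cells imaged by laser-scanning cytometer to enumerate GFP-expressing objects of 20 to 120 um.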
A350 fluor: qHTS Assay for Spectroscopic Profiling in A350 Spectral Region; Compound autofluorescence, 340/450 nm, Alexa 350 dye-equivalents; hits give high values; max dye-equivalent concentration, M; 59,000 tested, 11% active; in the data active = max dye-equivalent concentration above about 10 nM; inconclusive = mostly about 1.1 nM to 9.6 nM
4MU fluor: qHTS Assay for Spectroscopic Profiling in 4-MU Spectral Region; compound autofluorescence, 340/450 nm, 4-MU equivalents; hits give high values; max dye-equivalent concentration, M; 59,000 tested, 11% active; in the data active = max dye-equivalent concentration above about 10 nM; inconclusive = mostly about 1.1 nM to 9.6 nM
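Compounds in 100 mM Tris, pH 8.0, sat 15 min at room temperature before fluorescence was read at 340 nm excitation/450 nm emission; a per-plate six-point 4-MU standard curve converted signals to dye-equivalent concentration at each compound concentration.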
BRCT inh green: qHTS Assay for Inhibitors of BRCT-Phosphoprotein Interaction (Green Fluorophore) | BRCA1 BRCT-phosphopeptide binding, green fluorescence polarization | Potency, µM (titrated, usually from 76.9 µM), for the others: at the highest dose activity change, negative = inhibition, usual class: inhibitors | 75,000 tested, 0.05% active | AID 875, 2007;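 note: potency is the fitted concentration of half-maximal effect; plate controls were peptide without protein for full effect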
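Compounds were incubated for 12 min at room temperature with a complex of 100 nM fluorescein-tagged pBACH1 decapeptide and 250 nM His-tagged BRCT protein. Buffer was phosphate pH 7.3 with EDTA, DTT and Tween 20. Disruption of binding lowers the polarization signal.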
CRE-bla Fsk: Cell signaling CRE-BLA (Fsk stim); CHO CRE-bla reporter (cAMP response element driving beta-lactamase), forskolin EC10, beta-lactamase ratio; Potency, µM (titrated, usually from 38.2 µM), inactives show at the top dose activity change, negative = inhibition, most hits filed as activators; 71,000 tested, 2.5% active; AID 662, 2007; active = well fitted activation curve with a large enough effect in the signal ratio, with a control signal flat, not every such curve was filed as active; inconclusive = small, poorly fitted or top-dose-only effect, or effect the other way, or a change in a side signal; the % refers to the signal ratio; note: potency is the fitted concentration of half-maximal effect; % of control where 0% means no effect
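The 460nm/530nm emission ratio after CCF4 loading defined %Activity, from which AC50 values were obtained. CRE-bla CHO cells received compound dilution series together with an EC10 level of NKH 477 for 3 hours at 37 degrees Celsius.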
Ub-GFP proteasome: Ubiquitin-GFP Assay; Ubiquitin-GFP reporter cells, proteasome inhibition, GFP fluorescence; response scale: untreated = 0%, 10 µM MG-132 = 100%; Potency, µM (highest dose often 45.9 µM), for inactives: at the highest dose activation (GFP accumulation), usual class: activators; 67,000 tested, under 10 active; active = well fitted activation curve with a large enough effect, not every such curve was filed as active; inconclusive = small, poorly fitted or top-dose-only effect, or another doubt; inactive = no such curve, though single readings can be large or run the other way; note: potency is the fitted concentration of half-maximal effect
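Reporter cells (U2OS, ubiquitin-G76V-GFP fusion) are plated overnight, then treated 4 hr at 37 °C with compound titrations from 46 uM down to 2.9 nM. Activity is scaled against untreated cells and 10 uM MG-132.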
15-hLO inh: qHTS Assay for Inhibitors of 15-hLO (15-human lipoxygenase) | purified 15hLO-1, xylenol orange hydroperoxide absorbance | Potency, µM (doses to about 57.1 µM), inactives show top-dose activity change, negative = inhibition, most hits filed as inhibitors | 74,000 tested, 1.4% active; note: potency is the fitted concentration of half-maximal effect; % is set by controls: 0 for no effect and ±100 for the full control effect; nearly all actives have a fitted effect of over 55% in size
Target sequence (P16050 whole entry, looked up): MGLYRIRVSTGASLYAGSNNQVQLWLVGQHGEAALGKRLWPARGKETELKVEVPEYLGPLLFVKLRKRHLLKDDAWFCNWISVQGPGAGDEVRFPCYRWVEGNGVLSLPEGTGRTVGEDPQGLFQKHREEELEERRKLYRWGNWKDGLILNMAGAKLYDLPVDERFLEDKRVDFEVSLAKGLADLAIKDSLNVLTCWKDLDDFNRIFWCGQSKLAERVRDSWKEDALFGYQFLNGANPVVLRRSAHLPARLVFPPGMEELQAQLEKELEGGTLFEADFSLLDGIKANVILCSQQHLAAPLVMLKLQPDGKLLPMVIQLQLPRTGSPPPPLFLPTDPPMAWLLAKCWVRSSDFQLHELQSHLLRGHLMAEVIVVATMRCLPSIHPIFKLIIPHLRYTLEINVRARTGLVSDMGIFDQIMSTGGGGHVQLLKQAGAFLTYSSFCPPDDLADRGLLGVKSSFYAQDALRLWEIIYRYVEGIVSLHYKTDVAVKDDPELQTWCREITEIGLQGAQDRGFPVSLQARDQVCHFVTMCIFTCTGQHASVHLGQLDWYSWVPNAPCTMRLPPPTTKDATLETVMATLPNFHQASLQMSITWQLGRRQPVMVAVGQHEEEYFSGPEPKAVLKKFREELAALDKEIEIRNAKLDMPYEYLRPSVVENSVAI
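Purified human 15hLO-1 (40 nM final) in 25 mM Hepes pH 7.5, 0.01% Triton X-100 was preincubated with compound 15 min at room temperature, then reacted 6 min with 50 uM arachidonic acid; hydroperoxide detected by Fe-XO, 573/405 nm absorbance ratio.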
DNA Pol III inh: qHTS Assay for Inhibitors of DNA Polymerase III Holoenzyme System; Potency, µM (top dose mostly 57.1 µM), without a hit: at the highest dose activity change, negative = inhibition; reconstituted DNA polymerase III holoenzyme replication, biochemical; 71,000 tested, 0.25% active; note: potency is the fitted concentration of half-maximal effect; % is set by controls: 0 for no effect and ±100 for the full control effect
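Reconstituted *E. coli* holoenzyme (0.35 nM Pol III, 1 nM beta, 154 nM SSB, 2 nM primase) was preincubated with compound for 15 min at RT. Synthesis on 1.4 nM ssM13Gori ran 35 min, then was stopped with PicoGreen/EDTA and read as dsDNA fluorescence.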
HBB splicing: qHTS Assay for Modulators of Hemoglobin Beta Chain Splicing; HBB splicing reporter cell assay, activation; EGFP reporter with mutant IVS2-654 intron; response scale: normalised to 500 nM splice-correcting PNA; Potency, µM (series often up to 46.1 µM), inactives show top-dose activation, most hits filed as activators; 65,000 tested, 0.06% active; AID 925, 2007; note: potency is the fitted concentration of half-maximal effect; 0% is about no effect
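Compounds were applied for 2 days to HeLa EGFP-654 cells, 500/well in Optimem with 2% FCS. The reporter's EGFP is disrupted by mis-splicing of beta-globin intron IVS2-654. Readout: summed well GFP fluorescence from 488 nm laser scanning; reference was 500 nM antisense […] 654 PNA.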
* hit, by the source's call; i = inactive; u = inconclusive; x = not tested or not shown; & = joins results of further samples; [ ] = another dose, or the depositor's remark. Unless noted, calls come from the whole dose curve; as a rule, active = well fitted curve in the direction sought with a large enough effect; inconclusive = small, poorly fitted or top-dose-only effect, or another doubt; inactive = no such curve, though single readings can be large; an effect the other way counts as inactive or inconclusive.

SMILES | BRCT inh red | Hsp90 Hop PPI | Epigenetic mod | A350 fluor | 4MU fluor | BRCT inh green | CRE-bla Fsk | Ub-GFP proteasome | 15-hLO inh | DNA Pol III inh | HBB splicing
Cc1nc(NCCN2CCOCC2)c2oc3ccccc3c2n1 | 2.9% | -6% | 6% | i | i | 2.5% | u | -4% | -2% | -3% | -0.7%
O=C(C1CC1)N(CCc1ccccc1)Cc1nc2ccccc2c(=O)[nH]1 | 1.2% | -2% | 1% | i | i | -0.7% | u | -1% | 7% | -6% | -0.4%[57.5 µM]
O=C(C1CCN(S(=O)(=O)N2CCOCC2)CC1)N1CCc2ccccc21 | -2.0% | 2% | -3% | i | i | -0.4% | u | -7% | 10% | 2% | -0.5%
Cc1cccc(N2CCN(c3cc(C)nc4nnnn34)CC2C)c1 (configuration not stated) | 0.7% | -7% | -3% | i | i | 3.6% | 10% | 3% | -14% | 1% | -2.1%
COc1ccc(CCNC(=O)C2CCN(Cc3nc(-c4ccc(Cl)cc4)oc3C)CC2)cc1OC | -0.6% | -1% | -3% | i | i | 0.1% | u | 4% | -17% | 1% | 0.2%[1.84 µM]
CCOC(=O)CNC(=O)c1cc(C)oc1C | 0.2% | -7% | 2% | u | i | -2.3% | -11% | 3% | 1% | 0% | 2.3%
O=C(CCn1c(=O)sc2ccccc21)NCc1ccco1 | -0.9% | 0% | 17% | i | i | -0.2% | -17% | -2% | 8% | 4% | -1.1%
OCn1ncn(-c2ccccc2)c1=S | -0.2% | -2% | 2% | i | i | 8.7% | 2% | -3% | -28% | -4% | -4.0%[57.5 µM]
c1ccc2c(c1)C(=Nn1cnnc1)c1ccccc1-2 | 0.6% | 0% | 1% | i | i | -0.3% | u | 10% | 15% | -8% | 0.3%
CSCC[C@H](NC(=O)OC(C)(C)C)c1nnc(SCC(=O)Nc2c(C)cccc2C)o1 | -1.3% | -3% | 2% | i | i | -4.5% | u | 1% | -1% | -3% | 3.3%[0.369 µM]
COc1ccc(NC(=O)Nc2nccs2)cc1 | 1.3% | -5% | -3% | u | i | -1.0% | -11% | -7% | -2% | -2% | 0.6%
Cn1c(NCc2cccc(Br)c2)nc2ccccc21 | -0.4% | -9% | 0% | i | i | -0.6% | 23% | -3% | 10µM* | -7% | -1.6%
CCOC(=O)c1sc(NC(=O)c2cccnc2)nc1C | -0.6% | 1% | x | x | x | -1.3% | -2% | 5% | 7% | -6% | -0.9%
Cc1ccc(S(=O)(=O)NC(CC(N)=O)C(=O)O)cc1 (configuration not stated) | -1.0% | 1% | 1% | i | i | -1.7% | 4% | 3% | 6% | -2% | x
c1ccc(N2CCN(C3CCSC3)CC2)cc1 (configuration not stated) | 0.0% | -2% | 0% | x | x | -0.4% | -1% | -4% | -13% | -6% | -0.6%[9.22 µM]
Cc1cc(N2CCCC2)n2nc(C)nc2n1 | -3.0% | -5% | -3% | x | x | -0.9% | 13µM* | 6% | 9% | -5% | -0.8%
Cc1ccc(C(=O)C(NC(=O)c2ccco2)N2CCOCC2)cc1 (configuration not stated) | -0.5% | -4% | 1% | i | i | -3.0% | -9% | 1% | -13% | -9% | -0.3%[57.5 µM]
Cc1ccc(N(CC(=O)NCc2cccs2)S(=O)(=O)c2cccs2)cc1 | 0.9% | 2% | 2% | i | i | 2.1% | -17% | -2% | 4% | -2% | -0.6%
C=CCn1c(=N)n(CC(O)COc2ccccc2OC)c2ccccc21 (configuration not stated) | -0.8% | -4% | 0% | x | x | -0.5% | 0% | -3% | -4% | -7% | -0.4%
O=C(CSc1nnc(-c2ccco2)o1)NCC(=O)c1ccccc1 | 1.0% | -2% | 5% | i | i | 0.5% | 0% | 2% | 2% | -2% | -0.8%
CCCCn1nnnc1SCC(=O)Nc1ccc(C)cc1 | -2.4% | 5% | 2% | i | i | -1.2% | 3% | -1% | -1% | -2% | x
O=c1[nH]c(=S)c2[nH]c(=O)n(-c3ccccc3)c2[nH]1 | 0.3%[15.4 µM] | -2%[11 µM] | 2%[9.22 µM] | i | i | -1.1%[15.4 µM] | 11%[7.6 µM] | 3%[9.17 µM] | -9%[11.4 µM] | -6%[11.4 µM] | 5.0%[9.22 µM]
CC(=O)Nc1ccc(S(=O)(=O)N(Cc2ccco2)CC2CCCO2)cc1 (configuration not stated) | -0.4% | -2% | 0% | i | i | 0.9% | u | 3% | -2% | -9% | 0.7%[57.5 µM]
Cc1ccc(NCc2nnc(SCc3ccc(C#N)cc3)n2Cc2ccco2)c(C)c1 | -4.0% | -21% | 3% | i | i | 1.5% | -1% | -3% | -15% | -2% | x
O=C(Cc1ccccc1)Nc1nc2ccccc2[nH]1 | -2.7% | -3% | -2% | i | i | -0.5% | -15% | 4% | 29% | -2% | 0.0%[57.5 µM]
Cc1ccc(S(=O)(=O)NCc2ccc(C(=O)N3CCN(c4ccccn4)CC3)cc2)cc1 | -2.2% | 2% | -1% | u | u | -0.2% | u | 2% | 2% | -2% | -2.5%
Cc1nnc(SCC(=O)N2CCN(S(=O)(=O)c3ccccc3)CC2)n1Cc1ccccc1 | 0.4% | -5% | 3% | i | i | -0.4% | -4% | 2% | 3% | -3% | -0.5%[57.5 µM]
CCn1c(Cc2c(C)[nH]c3ccccc23)nnc1SCC(N)=O | 0.3% | -1% | 4% | i | i | 0.3% | 6% | 2% | 4% | -5% | -0.3%
O=C(NC1CCCCC1)C1CCCN(c2nnnn2-c2ccccc2)C1 (configuration not stated) | 0.1% | -1% | -2% | i | i | 0.0% | 1% | 2% | -3% | -4% | 1.8%
CC(Oc1ccc(Cl)cc1Cl)C(=O)Nc1ccc(N2CCN(C)CC2)cc1 (configuration not stated) | -0.4% | -1% | 0% | i | i | 0.4% | -1% | -5% | 6% | -2% | -0.4%

Arranged by number of heavy atoms (smallest number first): 3 of the compounds above
SMILES | BRCT inh red | Hsp90 Hop PPI | Epigenetic mod | A350 fluor | 4MU fluor | BRCT inh green | CRE-bla Fsk | Ub-GFP proteasome | 15-hLO inh | DNA Pol III inh | HBB splicing
CCn1c(Cc2c(C)[nH]c3ccccc23)nnc1SCC(N)=O | 0.3% | -1% | 4% | i | i | 0.3% | 6% | 2% | 4% | -5% | -0.3%
O=C(NC1CCCCC1)C1CCCN(c2nnnn2-c2ccccc2)C1 (configuration not stated) | 0.1% | -1% | -2% | i | i | 0.0% | 1% | 2% | -3% | -4% | 1.8%
Cc1ccc(NCc2nnc(SCc3ccc(C#N)cc3)n2Cc2ccco2)c(C)c1 | -4.0% | -21% | 3% | i | i | 1.5% | -1% | -3% | -15% | -2% | x

More structures follow.
SMILES | BRCT inh red | Hsp90 Hop PPI | Epigenetic mod | A350 fluor | 4MU fluor | BRCT inh green | CRE-bla Fsk | Ub-GFP proteasome | 15-hLO inh | DNA Pol III inh | HBB splicing
Cc1noc(C)c1S(=O)(=O)N1CCC(C(=O)NC2CCCc3ccccc32)CC1 (configuration not stated) | 0.2% | -7% | -2% | i | i | 0.2% | -12% | 7% | -4% | -6% | -0.1%
CCSC1=C(C#N)C(c2cccc(Br)c2)CC(=O)N1 (configuration not stated) | 1.2% | u | 10% | i | i | -0.8% | -8% | -6% | u | -2% | -0.9%
Cc1ccc(NC(=O)N2CCC(C(=O)NCc3ccccc3)CC2)cc1 | -1.0% | u | 0% | i | i | 0.9% | -19% | 4% | 5% | 6% | -0.4%[57.5 µM]
CCOC(=O)C1CCN(c2c(NCc3ccc(C(=O)NC(C)CC)cc3)c(=O)c2=O)CC1 (configuration not stated) | -0.1% | u | 0% | i | i | -4.2% | u | 14% | -13% | -3% | 0.4%
Cc1ccc(N2CC(C(=O)Nc3ccc(S(=O)(=O)N4CCOCC4)cc3)CC2=O)cc1 (configuration not stated) | 0.3% | -5% | 5% | i | i | 2.6% | -14% | 2% | -7% | -2% | -1.5%
CC(C)(c1cc(Br)c(O)c(Br)c1)c1cc(Br)c(O)c(Br)c1 | -1.5%&-2.7% | u | x | x | x | 0.9%&-3.1% | u | x | 2.5µM* | 5%&-8% | -1.2%&-0.4%
CC(C)(C)n1nc2c(c1NC(=O)COc1ccc(Cl)cc1)CSC2 | -0.7% | -2% | 4% | i | i | -1.0% | u | 9% | -9% | -2% | -1.5%
Cc1cc(S(=O)(=O)N(Cc2ccccn2)Cc2ccco2)ccc1-n1cnnn1 | -2.7% | -3% | 1% | u | i | -0.8% | -8% | 9% | 1% | 0% | 1.5%
